# High-throughput results from PubChem.
# ADAM10 inh – human ADAM10 inhibitors, primary screen, biochemical, QFRET, HTS | 370,000 compounds, 0.62% hits | recombinant ADAM10, EDANS/DABCYL FRET peptide cleavage, 3 h | inhibition, % at 7 µM;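 active = inhibition above a per-campaign cutoff equal to the mean of compounds falling between control-based bounds plus 3 SD, cut at about 20% in these data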;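 note: 0% = DMSO wells while the 100% control is not disclosed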
# TDP2 absorb – human TDP2 enzyme inhibitors, primary screen, biochemical, epi absorbance, recombinant enzyme | AID 720702, 2013 | inhibition, % at 12.8 µM | 370,000 compounds, 0.34% hits | T5PNP hydrolysis, p-nitrophenol absorbance 415 nm | Tyrosyl-DNA phosphodiesterase 2 (Homo sapiens), O95551;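 active = inhibition above the mean of all tested compounds plus 3 SD, set per campaign, cut at about 25% in these data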;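 note: 0% = DMSO with enzyme and 100% = buffer with substrate but no TDP2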
#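 Assay system: recombinant human TDP2 / Reagent: T5PNP substrate at 5 mM, a TopII-DNA adduct mimic / Measured by: epi absorbance from released p-nitrophenol / Evaluation: % inhibition relative to enzyme-containing and enzyme-free wells / Control set: enzyme-free and DMSO wells / Replicates: each compound tested once, singlicate / Schedule: enzyme reaction with compound for 2 h at 37 °C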
# KLK7 zymogen act – proKLK7 zymogen activators, primary screen, biochemical, fluorescence intensity | Kallikrein-7 (Homo sapiens), P49862 | purified proKLK7, EDANS-DABCYL substrate fluorescence; 100% is mature enzyme control, 0% vehicle | activation, % at 7 µM | 370,000 compounds, 0.9% hits | AID 652039, 2013;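 active = activation above the mean of all tested compounds plus 3 SD, computed per campaign excluding outliers beyond control limits, cut at about 13% in these data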
# DDE Tn6 FP inh – inhibitors of Tn6 peptide binding to fibrin DD(E), primary screen, biochemical, fluorescence polarization, human fibrin, Tn6 probe; inhibition, % at 8.3 µM; AID 720509, 2013; Fibrin DD(E) TRITC-Tn6 fluorescence polarization displacement; 370,000 compounds, 0.21% hits; Fibrinogen beta chain (Homo sapiens), P02675;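 active = inhibition above a per-campaign cutoff: mean of compounds within control limits plus 3 SD, cut at about 15% in these data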;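 note: 0% = median of all compound wells on the plate and 100% = blocking peptide control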
# LEDGF integ inh – blockers of LEDGF/p75-dependent integrase strand transfer – biochemical, TR-FRET, high throughput, primary screen; inhibition, % at 3.7 µM; 370,000 compounds, 0.64% hits; TR-FRET IN-LEDGF/p75 DNA integration, Eu/Cy5; HIV-1 integrase (with human LEDGF/p75);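 active = inhibition above the screen-wide mean plus 3 SD, cut at about 13% in these data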;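 note: signal is the Cy5 over europium emission ratio at 671 and 618 nm; 0% = plate median of compound wells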
# DDE Tn7 FP inh – inhibitors of Tn7 peptide binding to fibrin DD(E), primary screen, biochemical, fluorescence polarization, human fibrin, Tn7 probe; Fibrinogen beta chain (Homo sapiens), P02675; FP displacement of FITC-Tn7 peptide from fibrin DD(E); 0% = median of compound wells per plate; inhibition, % at 8.3 µM; 370,000 compounds, 0.13% hits;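 active = inhibition above the mean of compounds falling within the control limits plus 3 SD of them, cut at about 14% in these data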;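 note: 0% = plate median of compound wells and 100% = 10 µM Aha-Tn7 peptide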
#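 Assay system: human fibrin DD(E) protein / Input: 2 µM fibrin DD(E) / Benchmarks: high control of 10 µM Aha-Tn7 peptide / Measured by: fluorescence polarization of the labelled Tn7 tracer / Medium: Tris buffer with calcium and detergent, pH 7.8 / Timing: 10 min compound pre-incubation, 3 h probe incubation at room temperature / Repeats: one replicate per compound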
# ASAP1 GAP inh – inhibitors of human ASAP1 ArfGAP activity, primary screen, biochemical, fluorescence polarization. ASAP1-stimulated ARF1 GTP hydrolysis, GDP FP detection. inhibition, % at 16.5 µM. 360,000 compounds, 0.19% hits. AID 624377, 2012; in the data active = inhibition above about 25%;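 note: 0% = vehicle with enzyme and substrate and 100% = no enzyme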
# Target sequence (Q9ULH1 325-724 limits assumed): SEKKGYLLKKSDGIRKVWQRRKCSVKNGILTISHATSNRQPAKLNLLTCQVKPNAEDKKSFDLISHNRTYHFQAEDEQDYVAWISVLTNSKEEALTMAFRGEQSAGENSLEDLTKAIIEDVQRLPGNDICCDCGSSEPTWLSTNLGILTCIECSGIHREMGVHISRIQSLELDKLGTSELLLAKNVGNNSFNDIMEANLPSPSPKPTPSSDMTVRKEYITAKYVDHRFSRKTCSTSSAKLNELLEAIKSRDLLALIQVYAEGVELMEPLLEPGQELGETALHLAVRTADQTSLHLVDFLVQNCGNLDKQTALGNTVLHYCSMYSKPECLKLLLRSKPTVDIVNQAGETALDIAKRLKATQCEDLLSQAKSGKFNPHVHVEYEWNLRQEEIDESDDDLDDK
# PLC-gamma1 inh – PLC-gamma1 enzyme inhibitors, primary screen, biochemical, fluorescence, purified enzyme; fluorogenic substrate; inhibition, % at 12.2 µM; 370,000 compounds, 0.84% hits; in the data active = inhibition above about 9.5%
# ARFGAP1 inh – inhibitors of rat ARFGAP1 GAP activity, primary screen, biochemical, fluorescence polarization, GDP tracer | Arfgap1-stimulated ARF1 GTP hydrolysis, GDP FP detection | 360,000 compounds, 0.26% hits | inhibition, % at 16.5 µM;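 active = inhibition above a per-plate limit, mean inhibition of low control wells plus 3 SD, cut at about 25% in these data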;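 note: 0% = DMSO wells with enzyme and 100% = wells lacking Arfgap1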
#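 System: truncated rat Arfgap1 GAP domain / Benchmarks: high control wells lacking Arfgap1, low control full reaction with DMSO / Times: compound-enzyme preincubation 20 min, reaction 120 min, detection 60 min, 25 °C / Repeats: one replicate per compound / Also added: human ARF1(Δ1-17)-GTP substrate / Measured by: Tracer-displacement fluorescence polarization with EDTA stop, 620/688 nm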
# ADAM17 inh – ADAM17 inhibitors, primary screen, biochemical, QFRET | 370,000 compounds, 0.83% hits | inhibition, % at 6.95 µM | Disintegrin and metalloproteinase domain-containing protein 17 (Homo sapiens), P78536 | recombinant ADAM17, EDANS/DABCYL FRET peptide cleavage;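 active = inhibition above the mean of compounds lying between control limits plus 3 SD, set per campaign, cut at about 8.5% in these data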;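 note: 0% = DMSO-only wells as the low control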
# Target sequence (P78536 215-824 limits assumed): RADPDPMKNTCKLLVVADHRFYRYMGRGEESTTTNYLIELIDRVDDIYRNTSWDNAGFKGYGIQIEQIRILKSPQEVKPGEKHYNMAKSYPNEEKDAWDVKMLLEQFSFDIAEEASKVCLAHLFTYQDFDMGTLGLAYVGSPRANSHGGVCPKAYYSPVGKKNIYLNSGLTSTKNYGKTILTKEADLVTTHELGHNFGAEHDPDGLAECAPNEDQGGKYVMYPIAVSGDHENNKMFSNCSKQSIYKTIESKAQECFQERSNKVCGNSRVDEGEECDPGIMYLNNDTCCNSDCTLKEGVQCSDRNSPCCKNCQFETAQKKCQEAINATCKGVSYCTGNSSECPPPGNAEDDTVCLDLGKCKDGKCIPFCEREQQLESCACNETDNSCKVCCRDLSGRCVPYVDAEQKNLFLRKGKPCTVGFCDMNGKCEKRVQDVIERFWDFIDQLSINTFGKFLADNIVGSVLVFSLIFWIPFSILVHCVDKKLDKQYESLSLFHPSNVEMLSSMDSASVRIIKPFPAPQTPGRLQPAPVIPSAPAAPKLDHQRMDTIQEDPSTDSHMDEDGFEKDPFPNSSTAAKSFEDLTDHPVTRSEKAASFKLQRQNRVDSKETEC
# * hit, by the source's call; / = no result given.
SMILES,ADAM10 inh,TDP2 absorb,KLK7 zymogen act,DDE Tn6 FP inh,LEDGF integ inh,DDE Tn7 FP inh,ASAP1 GAP inh,PLC-gamma1 inh,ARFGAP1 inh,ADAM17 inh
Cn1nc(-c2ccc(C(=O)N3CCN(Cc4ccccc4)CC3)cc2)c2ccccc2c1=O,13,-11,-0.4,-8,7,-4,-9,5,-10,-2
COc1ccc(CCNC2CC(=O)N(CCc3ccc(OC)c(OC)c3)C2=O)cc1 (configuration not stated),16,-1,0.4,-6,1,1,5,6,-1,5
COCCN(Cc1nc2ccccc2c(=O)[nH]1)C(=O)COc1c(C)cc(Cl)cc1C,1,-1,-0.2,-14,1,1,1,-2,-2,-3
COc1ccc(Cl)cc1NC(=O)CSc1nnc(-c2ccncc2)n1CC1CCCO1 (configuration not stated),-3,0,-0.7,5,2,0,9,3,-1,-4
Cn1c(=O)c2sccc2n2c(CCCC(=O)NCc3ccco3)nnc12,2,20,0.4,6,3,4,7,0,10,-1
CC(CN1c2ccccc2Sc2ccccc21)N(C)C (configuration not stated),-5,3,-0.8,-1,0,6,-1,-3,-8,-4
COc1ccc(C(=O)/C=C2\NCCc3cc(OC)c(OC)cc32)cc1OC,-247,20,0.5,0,9,-4,6,-317,4,-103
O=C(NC1CCCCN(Cc2cccc(Cl)c2)C1=O)c1cccc(C(F)(F)F)c1 (configuration not stated),7,3,0.2,-4,6,-1,/,0,/,3
O=C(CSc1nnc(Nc2ccccc2)s1)NCc1ccco1,-3,-1,-0.5,-1,-1,0,-10,2,-1,-1
NC(=O)C1(N2CCCCC2)CCN(C(=S)Nc2ccc(S(N)(=O)=O)cc2)CC1,-7,5,-0.5,1,0,0,8,-1,9,-6
Cc1ccc2c(C)c(C(=O)Nc3cccnc3)oc2c1,-3,-11,0.0,5,-3,4,13,-3,4,-1
Cc1cccn2c(=O)nc(SCC(=O)N3CCC(C)CC3)nc12,-25,-1,-0.6,6,-2,5,1,3,19,-8
COC(=O)c1ccccc1NC(=O)c1onc(C)c1Cl,-2,-8,-0.2,0,2,11,0,2,-7,-4
CC(Sc1nc2ccccc2s1)C(=O)N(C)Cc1ccccc1 (configuration not stated),-2,-26,-0.7,-1,5,0,-4,7,0,8.8*
CCOc1ccc(NS(=O)(=O)c2ccc3[nH]c(=O)[nH]c3c2)cc1,7,-1,0.2,3,4,-3,-2,1,-2,2
O=C(CSc1nnc2c(n1)[nH]c1ccccc12)Nc1ccc(N2CCOCC2)cc1,-4,4,0.6,-2,-3,0,-3,-1,3,-5
COc1cc(OC)cc(-c2ncc3ccccn23)c1,-14,3,-0.7,-1,2,-3,-12,-26,15,-2
CCOC(=O)Cn1c(C)c(Br)c(COC)c(C#N)c1=O,7,-3,-0.8,-1,1,6,-11,2,-2,-10
S=C(Nc1ccc(Cl)cc1)c1nc2ccccc2s1,4,5,0.8,3,2,0,14,3,-4,-1
COc1ccccc1CNn1c(-c2cccc(C)c2)nc2ccccc2c1=O,5,8,0.0,-12,-1,-1,2,0,0,0
Cc1cc(C(F)(F)F)c2c(N)c(C(=O)NCc3ccc(Cl)cc3)sc2n1,8,4,-2.0,-2,2,0,15,-70,7,5
CCCNC(=O)NC(=O)COC(=O)/C=C/c1cc(Br)ccc1F,4,11,-0.2,-5,1,-8,1,3,-2,-1
O=C(COC(=O)C1(c2ccccc2F)CCCC1)NC1CCS(=O)(=O)C1 (configuration not stated),0,2,-0.3,4,0,8,-10,-2,-11,-4
Cc1ccc(-c2nnc(Nc3ccc(CC(N)=O)cc3)c3ccccc23)cc1S(=O)(=O)NCCO,8,2,0.3,-1,6,-1,-5,-57,8,4
c1ccc2c(c1)Nc1cc3ccccc3cc1S2,-27,11,0.4,1,0,-7,-6,-6,0,-11
CCOC(=O)C(NCCOC)(NC(C)=O)C(F)(F)F (configuration not stated),-1,4,0.2,0,0,5,-7,0,-21,-2
CCOCC(=O)N1CCN(c2ccc([N+](=O)[O-])cc2)CC1,6,-17,0.1,-3,-3,2,-4,3,7,-2
C=C(C)c1cccc(C(C)(C)NC(=O)Nc2ccc(OC)nc2)c1,-8,-3,0.5,4,-2,11,1,-5,0,-1
COC(=O)COc1ccc(S(=O)(=O)N2CCN(c3ccc(OC)cc3)CC2)cc1,0,-4,-0.4,-1,3,-2,-11,4,-2,2
CCOC(=O)C1=C(O)C(=O)C(C(=O)OCC)C1 (configuration not stated),-11,4,0.1,-7,2,-9,-10,-10,0,-4

# Taken from the listing for reference:
SMILES,ADAM10 inh,TDP2 absorb,KLK7 zymogen act,DDE Tn6 FP inh,LEDGF integ inh,DDE Tn7 FP inh,ASAP1 GAP inh,PLC-gamma1 inh,ARFGAP1 inh,ADAM17 inh
O=C(CSc1nnc2c(n1)[nH]c1ccccc12)Nc1ccc(N2CCOCC2)cc1,-4,4,0.6,-2,-3,0,-3,-1,3,-5
COc1cc(OC)cc(-c2ncc3ccccn23)c1,-14,3,-0.7,-1,2,-3,-12,-26,15,-2

# 10 entries out of the list, arranged by count of non-hydrogen atoms, low to high:
SMILES,ADAM10 inh,TDP2 absorb,KLK7 zymogen act,DDE Tn6 FP inh,LEDGF integ inh,DDE Tn7 FP inh,ASAP1 GAP inh,PLC-gamma1 inh,ARFGAP1 inh,ADAM17 inh
CCOC(=O)C1=C(O)C(=O)C(C(=O)OCC)C1 (configuration not stated),-11,4,0.1,-7,2,-9,-10,-10,0,-4
c1ccc2c(c1)Nc1cc3ccccc3cc1S2,-27,11,0.4,1,0,-7,-6,-6,0,-11
COc1cc(OC)cc(-c2ncc3ccccn23)c1,-14,3,-0.7,-1,2,-3,-12,-26,15,-2
CCOC(=O)Cn1c(C)c(Br)c(COC)c(C#N)c1=O,7,-3,-0.8,-1,1,6,-11,2,-2,-10
CCOCC(=O)N1CCN(c2ccc([N+](=O)[O-])cc2)CC1,6,-17,0.1,-3,-3,2,-4,3,7,-2
CCCNC(=O)NC(=O)COC(=O)/C=C/c1cc(Br)ccc1F,4,11,-0.2,-5,1,-8,1,3,-2,-1
Cc1cc(C(F)(F)F)c2c(N)c(C(=O)NCc3ccc(Cl)cc3)sc2n1,8,4,-2.0,-2,2,0,15,-70,7,5
COC(=O)COc1ccc(S(=O)(=O)N2CCN(c3ccc(OC)cc3)CC2)cc1,0,-4,-0.4,-1,3,-2,-11,4,-2,2
O=C(CSc1nnc2c(n1)[nH]c1ccccc12)Nc1ccc(N2CCOCC2)cc1,-4,4,0.6,-2,-3,0,-3,-1,3,-5
Cc1ccc(-c2nnc(Nc3ccc(CC(N)=O)cc3)c3ccccc23)cc1S(=O)(=O)NCCO,8,2,0.3,-1,6,-1,-5,-57,8,4

# Next part
SMILES,ADAM10 inh,TDP2 absorb,KLK7 zymogen act,DDE Tn6 FP inh,LEDGF integ inh,DDE Tn7 FP inh,ASAP1 GAP inh,PLC-gamma1 inh,ARFGAP1 inh,ADAM17 inh
COc1ccc(CN2CCNC(=O)C2CC(=O)O)cc1OC (configuration not stated),-14,-4,0.0,2,-2,5,-17,2,-4,0
Oc1ccc(-c2nccs2)cc1,-114,8,-16,-7,-2,-6,1,-6,14,-35
CNC(=O)c1nnn(-c2ccccc2)c1C(=O)NC,-2,13,0.5,-1,2,5,5,2,-8,-7
CC(=O)N1CCc2cc(S(=O)(=O)NCCC(=O)Nc3cccc(C)c3)ccc21,2,3,0.8,7,-1,-4,-9,2,6,-3
Cc1c(NC(=O)CSc2nnc3sc4ccccc4n23)c(=O)n(-c2ccccc2)n1C,5,5,0.3,2,3,0,3,1,10,2
O=C(O)CCCn1nc(C(F)(F)F)c2c1CCCCC2,2,-5,-0.2,4,5,5,-5,1,14,-5
Cc1ccc(SCc2cc(=O)[nH]c(N3CCN(C)CC3)n2)cc1,-3,-1,0.6,-6,-1,-2,2,-2,15,-6
CCn1c(=O)cc(OCC(=O)Nc2cccnc2)c2ccccc21,1,-10,0.0,-1,-4,3,-8,-2,-5,-4
COC(CNC(=O)C1CCCN(S(=O)(=O)c2c(C)noc2/C=C/c2cccs2)C1)OC (configuration not stated),-1,-2,-0.2,3,1,2,14,0,8,3
CCCCn1nc(CC(=O)O)c2ccccc2c1=O,1,0,0.4,5,-1,3,-8,-2,-2,-7
Cc1ccc(NC(=O)NC2CCCCC2)cc1S(=O)(=O)N1CCOCC1,3,1,-0.8,1,2,-1,-15,1,-3,1
CCC[C@@H](/C=C/C(=O)OC(C)(C)C)Sc1ccccc1OC,2,5,-0.5,-4,-5,3,/,-2,/,1
CCN(CC)C(=O)CC[C@H]1CC[C@]2(CCCN(CC3CC3)C2)O1,0,5,0.4,-6,-1,-4,/,2,/,4
Cc1ccc(NC(=O)c2ccc(CNS(=O)(=O)c3cccc(C(F)(F)F)c3)cc2)cc1,8,-10,-0.3,8,-4,6,-1,-2,13,-2
O=C(OCc1ccccc1F)c1cc(S(=O)(=O)N2CCCCC2)ccc1N1CCOCC1,1,2,1.1,1,-3,0,12,4,12,3
CCOc1ccccc1N(CC(=O)NCCc1ccccc1)C(=O)CCC(=O)Nc1ccccn1,6,-17,0.1,3,7,-6,-7,3,-1,1
O=C(NC1CCCCC1)C1CCN(S(=O)(=O)N2CCCCCC2)CC1,1,2,-0.2,12,1,7,11,-2,-8,-2
COCCCN1C(=O)[C@H](CC(=O)NCc2ccc(OC)c(OC)c2)[C@]2(C(=O)OC)CCCCC=C12,2,6,0.0,3,0,7,/,1,/,0
COc1ccc(/C=C/C(=O)Nc2cccc(F)c2)cc1S(=O)(=O)N1CCOCC1,8,10,0.0,1,0,-2,8,1,-8,-3
